Source: PubChem BioAssay (several laboratories)
MLLE-PAM2 inh: blocks PAM2 peptide binding to the PABP1 MLLE domain; inhibition, % at 20 µM; 0.36% of 360,000 active; P11940; GST-MLLE / FITC-PAM2 fluorescence polarization; in the data active = inhibition above about 35%, passing the limit was not always enough;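 note: plate controls were DMSO wells with GST-MLLE for no effect and wells lacking GST-MLLE protein for full effect; some results filed as inactive read as strong as hits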
Target sequence (P11940 whole entry, looked up, the tested form may be a part): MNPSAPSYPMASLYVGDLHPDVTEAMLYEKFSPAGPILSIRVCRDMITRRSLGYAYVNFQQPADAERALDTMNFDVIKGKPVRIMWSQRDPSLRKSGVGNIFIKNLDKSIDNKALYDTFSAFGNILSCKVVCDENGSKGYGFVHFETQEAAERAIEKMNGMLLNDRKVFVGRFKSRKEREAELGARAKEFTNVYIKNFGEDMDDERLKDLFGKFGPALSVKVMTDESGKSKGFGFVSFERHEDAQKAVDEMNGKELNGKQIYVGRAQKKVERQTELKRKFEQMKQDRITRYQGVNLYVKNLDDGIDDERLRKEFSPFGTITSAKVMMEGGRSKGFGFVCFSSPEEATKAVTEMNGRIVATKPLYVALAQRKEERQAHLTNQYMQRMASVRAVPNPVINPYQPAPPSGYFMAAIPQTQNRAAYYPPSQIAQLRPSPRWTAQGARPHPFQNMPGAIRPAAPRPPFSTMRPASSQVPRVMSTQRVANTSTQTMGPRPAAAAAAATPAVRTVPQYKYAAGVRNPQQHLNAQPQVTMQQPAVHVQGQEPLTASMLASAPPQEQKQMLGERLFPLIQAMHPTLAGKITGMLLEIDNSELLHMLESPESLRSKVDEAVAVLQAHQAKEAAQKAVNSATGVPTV
NadD inh: blocks S. aureus nicotinate mononucleotide adenylyltransferase; purified NadD enzyme, colorimetric absorbance read-out; inhibition, % at 20 µM; 0.78% of 360,000 active; AID 602399; in the data active = inhibition above about 26%; note: some compounds past the cut are filed as inactive
STEP block: STEP (human) phosphatase inhibition; inhibition, % at 20 µM; recombinant STEP, OMFP fluorogenic substrate, fluorescence; P54829; AID 588621; 0.25% of 360,000 active;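 active = inhibition at 20 µM, scaled per plate between control wells, above about 37%, limit read from the data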;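 note: 0% = DMSO with enzyme and substrate and 100% = substrate only without enzyme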
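System: STEP (striatal-enriched tyrosine phosphatase) enzyme, cell-free; medium: Bis-Tris pH 6.0 buffer with DTT, detergent; dosing: 20 µM, 1% DMSO; times: reaction 20 min, ambient temperature; detection: fluorescence, 480/540 nm; read-out basis: normalized % inhibition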
Rpn11 block: inhibitors of human proteasome Rpn11; AID 588493; calls only at 20 µM; human 26S proteasome, Ub4-pepOG fluorescence polarization; 20S core pre-blocked with epoxomicin; O00487; 0.59% of 360,000 active;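 active = inhibition at 20 µM, scaled to each plate's controls, above about 33%, limit read from the data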
Scp-1 inhibitor: inhibitors of human Scp-1 phosphatase. 0.88% of 340,000 active. AID 493091. inhibition, % at 20 µM. Q9GZU7. Recombinant Scp1, phosphopeptide, malachite green phosphate absorbance;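 active = inhibition above about 50% at 20 µM, limit read from the data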;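 note: plate controls were DMSO wells with enzyme for no effect and wells lacking enzyme for full effect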
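assay system = SCP-1 phosphatase catalytic domain, residues 76-261 | buffer or medium = 50 mM Tris acetate pH 5.5, 0.005% Tween-20, 10 mM MgCl2 | incubation = enzyme reaction 45 min at room temperature, colour 5 min, stabilisation 30 min | signal = Phosphate-binding colour reagent, absorbance read at 630 nm | measure = % inhibition at 20 µM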
Tb MetRS inh: blocks T. brucei methionyl-tRNA synthetase activity; purified T. brucei MetRS, ATP depletion, Kinase-Glo luminescence; inhibition, % at 11.9 µM; 0.4% of 360,000 active; AID 624268;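 active = inhibition above a per-plate cutoff of the control wells' mean inhibition plus 3 SD, cut at about 5.5% in these data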;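 note: 0% = DMSO wells median and 100% = median of wells with control inhibitor compound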
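Material: parasite MetRS enzyme / Replication: singlicate, one well per compound / Signal: luminescence of leftover ATP / Schedule: 2 h aminoacylation at 25 °C after 15 min preincubation / Medium: HEPES-MgCl2-KCl buffer plus DTT, spermine, BSA, pyrophosphatase / Doses: 11.9 µM single point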
CSN deneddyl inh: CSN deneddylation inhibition | inhibition, % at 12.5 µM | 0.38% of 360,000 active | Purified CSN, SCF-Nedd8-OG deneddylation, fluorescence polarization;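 active = pattern-corrected inhibition above about 35%, with an unprinted fluorescence ratio check between 0.5 and 1.5, limit read from the data, passing the limit was not always enough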;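 note: 0% = enzyme with substrate and 100% = substrate without enzyme; some results filed as inactive read as strong as hits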
Target sequence (Q92905 whole entry, looked up, one chain of several): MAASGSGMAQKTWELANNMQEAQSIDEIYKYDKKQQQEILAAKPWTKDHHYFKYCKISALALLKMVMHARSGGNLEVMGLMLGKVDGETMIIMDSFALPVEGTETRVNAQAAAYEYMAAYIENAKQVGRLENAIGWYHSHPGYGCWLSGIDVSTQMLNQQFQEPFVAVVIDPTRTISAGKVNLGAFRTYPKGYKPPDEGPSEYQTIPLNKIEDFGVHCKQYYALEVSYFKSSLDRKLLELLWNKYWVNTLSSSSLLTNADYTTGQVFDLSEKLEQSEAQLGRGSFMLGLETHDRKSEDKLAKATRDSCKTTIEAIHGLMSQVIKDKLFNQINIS
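assay system = purified human Csn5 enzyme expressed in HEK293T cells | amount = 0.24 nM enzyme | buffer or medium = Tris/NaCl/DTT buffer, pH 7.5 | reagent = 10 nM SCFSkp2-Nedd8OG | compound = one concentration, 12.5 µM, 0.25% DMSO | times = 90 min reaction at room temperature | signal = FP | read-out basis = % inhibition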
LMPTP block: blocks human LMPTP phosphatase | AID 651560 | recombinant LMPTP-A, OMFP fluorogenic substrate, fluorescence intensity | P24666 | 0.22% of 360,000 active | inhibition, % at 20 µM;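 active = compounds that cut the enzyme signal by at least half of the control window in the single-dose screen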;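 note: plate controls were DMSO wells with enzyme plus substrate for no effect and substrate without enzyme for full effect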
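Test system – LMPTP-A enzyme · Amount – LMPTP-A at 0.625 nM final in the reaction · Buffer or medium – Bis-Tris pH 6.0, DTT, detergent · Reagent – OMFP 400 µM · Doses – single 20 µM dose · Schedule – reaction 50 min, room temperature, dark · Detection – fluorescence intensity of OMFP turnover product · Evaluation – percent inhibition versus substrate-only and uninhibited controls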
DNMT1 inh: DNMT1 (human) enzyme inhibition; P26358; DNMT1 molecular beacon, Hinp1I cleavage, fluorescence; inhibition (reported as % activation of signal), % at 10 µM; 0.83% of 360,000 active; in the data active = inhibition above about 50%
SUMO1 PPI mod: modulators of human SUMO1-mediated protein-protein interactions; inhibition, % at 20 µM; AID 602429; 0.33% of 360,000 active; SUMO1 binding to a labelled peptide, TR-FRET, 1 h; P63165; in the data active = inhibition above about 37%
Target sequence (P63165 whole entry, looked up): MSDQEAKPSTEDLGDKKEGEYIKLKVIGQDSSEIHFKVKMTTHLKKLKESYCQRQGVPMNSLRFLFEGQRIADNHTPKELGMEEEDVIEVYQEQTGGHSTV
* = called active by the depositor; i = inactive; · = not tested or not shown.

SMILES	MLLE-PAM2 inh	NadD inh	STEP block	Rpn11 block	Scp-1 inhibitor	Tb MetRS inh	CSN deneddyl inh	LMPTP block	DNMT1 inh	SUMO1 PPI mod
Cc1cc(Br)c(OCC(=O)NN)c2c1CCC2	-4	0	2	i	1	-0.2	0	-0.7	-1	4
COc1ccc(NC(=O)C2CC(=O)NC3=C2C(=O)CC(C)(C)C3)cc1 (stereo not drawn)	2	-3	1	i	-9	-0.7	3	-1.5	-1	-6
COC(=O)c1ccc(C2OCC(C)(C)CO2)cc1	5	2	1	i	-6	-0.2	-7	-1.2	0	-3
CCNc1ccccc(C(=O)/C=C/c2ccc3c(c2)OCO3)c1=O	-11	22	0	i	-3	1.7	13	18	21	13
Cc1ccc2c(c1)COc1c3ccc(C(=O)NCC4CC4)cc3nn1-2	-13	0	0	i	15	0.2	1	1.9	-1	-27
COc1ccc(CN2CCCC(CO)(Cc3cccc(Cl)c3)C2)cc1OC (stereo not drawn)	-15	5	1	i	0	-0.6	1	0.1	0	0
CCOC(=O)[C@H]1[C@H]2COc3ccc(Br)cc3[C@@H]2N2C(=O)CN(Cc3ccccc3)C(=O)[C@@]12C	-8	-7	0	i	-11	-0.1	3	-0.1	-2	5
Cc1ccc(OCC(=O)Nc2ccc(NC(=O)c3ccccc3)cc2)cc1C	0	4	0	i	-1	-0.8	2	0.6	9	-2
COC(=O)c1ccc2nc(-c3ccc(F)cc3)c(Cc3ccc(C)cc3)n2c1	·	11	·	·	·	-0.5	5	2.7	·	2
COc1ccc(C(=O)/C=C2\C(=O)Nc3ccc(Br)cc32)cc1	-7	5	-4	i	-3	-0.1	3	2.5	-1	2
Nc1nc(COC(=O)CCC(=O)c2ccc(Cl)cc2)nc(Nc2ccccc2)n1	-6	27	-2	i	1	0.0	-2	1.3	-24	2
Cn1c(SCC(=O)NC(=O)CN2CCCC2=O)nnc1-c1ccc(F)cc1	-14	-3	16	i	-1	-0.7	-10	-1.8	0	-2
COc1ccc(CCNC(=O)c2ccccc2N(C)S(=O)(=O)c2ccccc2)cc1	10	-6	0	i	4	-0.6	-13	-0.8	3	7
Cc1ccccc1S(=O)(=O)Cc1ccc(C(=O)NCCCN(C)Cc2ccccc2)o1	7	-4	-3	i	-8	0.2	-1	-1.7	-2	-13
CCCCn1c(N)c(N(CCC(C)C)C(=O)COC(=O)c2cccnc2Cl)c(=O)[nH]c1=O	6	2	0	i	-1	-0.6	3	1.4	0	-1
C[C@@H](NC(=O)[C@@H]1CCCN1C(=O)[C@@H]1CCCN1C(=O)c1cccc(Cl)c1)c1ccccc1	·	-2	·	·	·	-1.2	-3	0.9	·	3
Nc1c(C(=O)NCCc2ccccc2)nnn1Cc1ccc(Cl)cc1	-5	-4	0	i	-8	-0.7	8	-0.2	-6	5
Cc1ccccc1NC(=O)/C(C#N)=C/c1ccsc1	13	2	-1	i	-5	0.2	-3	0.7	-3	-15
O=C(O)[C@H]1CCCC[C@H]1C(=O)Nc1ccc(S(=O)(=O)N2CCCCC2)cc1	1	4	0	i	2	-0.6	-3	-0.8	-1	-4
CN(C(=O)c1cccc(NC(=O)Cc2ccc(NC(=O)C3CCCN(C(=O)C4CCCC4)C3)cc2)c1)C1CCCCC1 (stereo not drawn)	-6	22	1	i	-8	0.9	-2	0.0	-2	4
O=C(COc1ccccc1C(=O)NCC1CCCO1)Nc1ccc(Br)cc1 (stereo not drawn)	1	-3	7	i	-2	3.2	-3	-0.6	-2	1
COc1ccc(NC2CCCN(C(=O)CCN3CCCC3=O)C2)cc1OC (stereo not drawn)	11	1	0	i	-2	0.0	1	-0.4	-2	-6
COc1ccc(-c2nnn(CC(=O)N(CC(=O)NC3CCCC3)c3cccc(C)c3)n2)cc1OC	1	-3	0	i	-8	0.4	-3	-0.6	0	2
Nc1cc2c(cc1Br)-c1ccc(F)cc1C2O (stereo not drawn)	-12	-3	6	i	-7	-0.2	-1	0.0	-9	8
O=C(NCCCN1CCN(CCCNC(=O)c2ccccc2F)CC1)c1ccccc1F	13	4	0	i	-5	-1.1	2	-1.6	1	3
COc1ccc(N2CCN(S(=O)(=O)c3c[nH]c(=O)[nH]c3=O)CC2)cc1	-5	-3	-1	i	-3	-0.4	3	-1.1	1	8
O=C(COC(=O)c1ccc(F)cc1)Nc1ccc(Cl)cn1	15	1	2	i	-7	-0.3	0	-2.4	1	-3
CCOc1ccc(-c2c(C(=O)N/N=C/c3sccc3C)nnn2-c2nonc2N)cc1	15	22	-2	i	-4	-0.5	-1	0.7	2	-7
COc1ccc(CCNC(=O)C2CC=CCC2C(=O)O)cc1 (stereo not drawn)	6	-4	0	i	-6	-0.3	-2	0.2	0	8
CCN(CC)S(=O)(=O)c1ccc(NC(=O)c2c(-c3ccccc3)noc2C)cc1	-2	-11	-1	i	-6	-0.6	-4	1.5	0	5

Quoted at random: two entries already listed
SMILES	MLLE-PAM2 inh	NadD inh	STEP block	Rpn11 block	Scp-1 inhibitor	Tb MetRS inh	CSN deneddyl inh	LMPTP block	DNMT1 inh	SUMO1 PPI mod
O=C(O)[C@H]1CCCC[C@H]1C(=O)Nc1ccc(S(=O)(=O)N2CCCCC2)cc1	1	4	0	i	2	-0.6	-3	-0.8	-1	-4
COc1ccc(NC2CCCN(C(=O)CCN3CCCC3=O)C2)cc1OC (stereo not drawn)	11	1	0	i	-2	0.0	1	-0.4	-2	-6

Other compounds follow:
SMILES	MLLE-PAM2 inh	NadD inh	STEP block	Rpn11 block	Scp-1 inhibitor	Tb MetRS inh	CSN deneddyl inh	LMPTP block	DNMT1 inh	SUMO1 PPI mod
CCCOc1ccc(Cn2c(C)nc([N+](=O)[O-])c2SCC(O)COC)cc1[N+](=O)[O-] (stereo not drawn)	-5	5	4	i	12	0.3	9	-1.0	-6	-11
COc1ccc(C)cc1NC(=O)Nc1ccccc1SC	10	-10	-2	i	-9	0.1	-4	0.0	-7	1
COC(C(=O)NNC(=O)CCc1ccccc1)c1ccccc1 (stereo not drawn)	1	-5	0	i	6	-0.6	3	-0.2	1	0
Cc1ccc(SCC(=O)OCC(=O)NC(C)c2ccc(Br)cc2)cc1 (stereo not drawn)	2	-3	0	i	-7	0.1	-2	2.7	-3	0
COc1ccc2nc(CCN(C)C(=O)C3CCC(=O)N(Cc4cccc(F)c4)C3)[nH]c2c1 (stereo not drawn)	-25	-4	3	i	-9	0.1	2	-1.1	-2	0
Cc1nc(SCC(=O)NC2CCCC2)c2c(C)c(C)sc2n1	-3	-1	-2	i	-5	0.5	0	1.3	2	4
Cc1ccc(N(C)C(=O)c2cc(S(=O)(=O)N3CCc4ccccc43)cn2C)cc1	-9	-5	2	i	18	-0.5	4	-0.1	-4	2
Cc1ccc(C)c(OCC(=O)NNC(=O)CCN2CCN(c3ccccc3)CC2)c1	13	-10	-2	i	-8	-0.4	2	-1.5	2	0
COc1ccc(-n2c(-c3ccc(C)cc3)n[nH]c2=S)cc1	-6	5	2	i	-1	0.0	-2	0.4	2	0
ClC1=C(Cl)C(Cl)=C(Cl)C1=C/C=C/c1ccccc1	-11	13	2	i	-8	-0.1	6	11	7	3
O=C(c1ccccc1)c1nn(-c2cccc(Cl)c2)ccc1=O	4	-1	1	i	-8	-0.2	1	1.4	0	0
C=CC[C@@H](CC(=O)N(CCO)Cc1ccccc1)C(=O)NC[C@H](OC(=O)[C@@H](CC=C)CC(=O)OC(C)(C)C)c1ccccc1	-11	-3	-1	i	-5	-0.3	-1	-0.7	-1	8
Cc1cc(N2CC(C)OC(C)C2)nc(C(C)C)n1 (stereo not drawn)	-1	-4	-1	i	6	-0.8	-3	0.2	0	0
Cc1cccc(Oc2cc(NC(=O)c3ccccc3)cc([N+](=O)[O-])c2)c1	-1	-2	-1	i	-12	0.5	0	6.8	-10	-6
N#Cc1nc(-c2ccc(Cl)cc2)oc1NCc1cccc2c1OCO2	-2	-4	1	i	2	-0.1	1	3.2	28	-3
Fc1ccccc1NC(=S)NCc1ccccc1	-6	4	-1	i	-8	-1.4	2	-0.3	5	2
O=C1CCN(CCc2ccccc2)CCN1[C@H](CSc1ccc(Br)cc1)c1ccccc1	3	0	8	i	4	-0.4	-1	16	-8	4
CC(=O)c1c(C)[nH]c(C(=O)OCC(=O)Nc2c(C)cccc2C)c1C	-10	-2	-4	i	-5	-0.8	3	0.8	6	5
CCCc1cc(C(=O)OCC(=O)NCCc2ccccc2)sc1C	-6	-9	1	i	·	-0.4	-4	1.4	3	6
COC(=O)c1ccc(NC(=O)c2cc3sccc3n2C)cc1	-5	-7	-2	i	-11	-0.1	-4	1.5	-14	0
CCC1(c2ccccc2)NC(=O)N(CC(=O)Nc2ccccc2C(=O)NC2CCCC2)C1=O (stereo not drawn)	-1	-4	0	i	-3	-0.1	-1	-0.7	-1	5
CC(OC(=O)Cn1cnc2c1c(=O)n(C)c(=O)n2C)C(=O)Nc1ccc(Cl)cc1 (stereo not drawn)	5	-2	-1	i	-3	-0.5	6	-0.7	2	-3
CCSc1nc2c(c(=O)n1Cc1ccccc1)SC(C)C2 (stereo not drawn)	-31	-7	2	i	-8	-0.5	-8	0.9	0	-5
O=C(Nc1ccccc1)Nc1cccc(Cl)c1	6	6	-5	i	-4	0.8	1	2.1	0	-4
CCN(CC)C(=O)Cn1cc(C(=O)C(=O)NCCCN2CCOCC2)c2ccccc21	2	2	2	i	-8	-0.3	2	-1.0	-1	-8
CCn1cc([N+](=O)[O-])c(C(=O)Nc2ccn(C34CC5CC(CC(C5)C3)C4)n2)n1	6	-1	-5	i	-10	0.5	-7	-0.5	1	-11
Cc1cc2nc(N=C(N)N)nc(C)c2cc1C	-1	2	-2	i	1	-1.5	2	1.9	4	-3
CCN(CC)Cc1c(C(=O)N/N=C/c2cccnc2)nnn1-c1nonc1N	6	1	0	i	-8	0.1	-2	-2.0	1	-3
O=C(NCc1ccc(F)cc1)c1cc(C2CCCCN2C(=O)CCCc2ccccc2)on1 (stereo not drawn)	7	2	1	i	·	-0.2	2	3.3	-4	0
